# NTR1 ag: agonists of NTR1, primary screen, imaging, U2OS cells, beta-arrestin-GFP, high content (AID 493036). actives 0.17% (n = 330,000). NTR1-U2OS beta-arrestin-GFP spot imaging, agonist mode. Neurotensin receptor type 1 (Homo sapiens), P30989. activation, % at 20 µM;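 active means activation at or above 40% of the spot to cytoplasm intensity ratio, with at least 20 cells analyzed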;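 further: 0% = DMSO without peptide and 100% = 100 nM NTR1 peptide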
# Target sequence (P30989 whole entry, looked up): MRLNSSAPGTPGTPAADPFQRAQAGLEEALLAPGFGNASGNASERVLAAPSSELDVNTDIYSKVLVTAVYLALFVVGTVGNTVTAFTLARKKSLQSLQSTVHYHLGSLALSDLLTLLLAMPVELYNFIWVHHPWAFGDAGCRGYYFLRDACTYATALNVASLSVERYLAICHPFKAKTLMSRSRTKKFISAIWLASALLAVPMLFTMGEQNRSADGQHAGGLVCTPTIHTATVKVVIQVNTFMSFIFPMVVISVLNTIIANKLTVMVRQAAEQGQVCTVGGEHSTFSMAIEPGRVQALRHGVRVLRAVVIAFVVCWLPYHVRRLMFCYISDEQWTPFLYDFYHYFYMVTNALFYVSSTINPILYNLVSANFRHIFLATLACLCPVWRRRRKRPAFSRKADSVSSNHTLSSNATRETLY
# K1F lysis inhibition: inhibition of K1F phage lysis, E. coli UTI89, bacterial capsule biogenesis inhibitors, alamar blue (AID 488966); E. coli UTI89 K1F phage lysis, alamar blue, 2 h; higher % means a stronger effect; inhibition, % at 100 µM, or IC50 in µM where a hit was titrated; actives 0.02% (n = 340,000);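 active means phage lysis inhibition, versus mean bacterial control, above a set limit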;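 further: capsule biogenesis inhibitors block K1F phage lysis so surviving cells raise fluorescence; higher fluorescence means more inhibition of phage lysis; actives were called in the ten point dose series up to 300 µM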
# AID2073: inhibitors of Mint1-CaV2.2 protein interaction, biochemical, HTRF (AID 2073) | Voltage-dependent N-type calcium channel subunit alpha-1B (Homo sapiens) | HTRF protein-protein interaction, Mint1-CaV2.2; higher % means a stronger effect | one-dose inhibition, % at 20 µM; IC50 in µM for titrated hits | actives 0.19% (n = 290,000); in the data active means inhibition mostly above about 51%, no sharp cut-off; further: some results filed as inactive read as strong as hits
# LYP phosphatase: inhibitors of LYP phosphatase, biochemical, fluorescence intensity, uHTS (AID 1779). actives 0.054% (n = 290,000). inhibition, % at 11.5 µM; hits with a dose series show IC50 in µM. recombinant LYP phosphatase, fluorescence intensity; higher % means a stronger effect. Tyrosine-protein phosphatase non-receptor type 22 (Homo sapiens); in the data active means inhibition above about 50%;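 further: plate controls were vehicle with enzyme for no effect and no enzyme for full effect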
# NS5 inhibitors: Dengue-2 NS5 methyltransferase inhibitors, primary screen, biochemical, confirmation dose response (AID 588689); inhibition, % at 25 µM; hits with a dose series show IC50 in µM; actives 0.3% (n = 340,000); Genome polyprotein (Dengue virus type 2 (strain 16681-PDK53)); Dengue-2 NS5 methyltransferase capping enzyme assay, biochemical; higher % means a stronger effect; in the data active means a potency from the dose series
# WT yeast gro inh: growth inhibition of WT strain, primary screen, mitochondrial fusion inhibitor project, WT and mutant strains, chemical genetic; inhibition, % at 10 µM; actives 2.1% (n = 190,000); mitochondrial fusion phenotypic screen; in the data active means inhibition above about 58%; tested in S. cerevisiae
# Autophagy HCS: autophagy modulators in MEF cells, primary screen, imaging, high-content, MEF GFP-LC3. actives 0.98% (n = 190,000). MEF GFP-LC3 puncta imaging; test concentration mostly 10 µM. calls only at 10 µM (by protocol);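 active means percentage of spot-positive cells more than 3 SD above its plate mean, without a fluorescence outlier flag or 80% toxicity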;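 further: spot-positive cell cutoff set from DMSO-treated cells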
# GPR35 arrestin U2OS: GPR35 antagonists blocking zaprinast-driven arrestin recruitment, primary screen, imaging, U2OS, beta-arrestin-GFP, zaprinast agonist (AID 2058). U2OS GPR35 beta-arrestin-GFP translocation imaging, zaprinast antagonism; higher % means a stronger effect. actives 0.052% (n = 290,000). one-dose inhibition, % at 10 µM; IC50 in µM for titrated hits. G-protein coupled receptor 35 (Homo sapiens);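 active means inhibition of at least 50% with at least 30 cells and total cytoplasm GFP at most 10,000,000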
# RSV CPE inhibition: RSV antiviral activity via CPE protection, HEp-2 cells, primary 10 µM value included (AID 2391); HEp-2 cells, RSV-induced CPE inhibition; higher % means a stronger effect; CPE inhibition, % at 10 µM; hits with a dose series show IC50 in µM; actives 0.13% (n = 310,000); in the data active means a potency from the dose series; further: strong numbers were not always called active
# WT yeast gro inh mutant strain: second read-out of WT yeast gro inh, no call of its own (marks repeat the call); inhibition, %; mitochondrial fusion phenotypic screen, mutant strain inhibition
# Autophagy HCS cell loss 18 h: second read-out of Autophagy HCS, no call of its own (marks repeat the call); toxicity, %; measured here: cell loss, nuclei count;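 cell loss after 18 h compound exposure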
# NTR1 ag cell count 20 µM: second read-out of NTR1 ag, no call of its own (marks repeat the call); cell count; measured here: cell count, cytotoxicity flag
# NS5 inhibitors pilot replicate: second read-out of NS5 inhibitors, no call of its own (marks repeat the call); inhibition, %; measured here: pilot screen replicate inhibition
# * marks the source's active call; other numbers are inactive results; i = inactive; x = no result given; [ ] = dose if it differs, or a comment.
# Preview, 3 compounds:
SMILES,NTR1 ag,NTR1 ag cell count 20 µM,K1F lysis inhibition,AID2073,LYP phosphatase,NS5 inhibitors,WT yeast gro inh,WT yeast gro inh mutant strain,Autophagy HCS,Autophagy HCS cell loss 18 h,GPR35 arrestin U2OS,RSV CPE inhibition,others
N#C/C(=C(/O)CN1C(=O)c2ccccc2C1=O)c1nc2ccccc2[nH]1,0.3,48,0.4%,18%,-1%,2%,13,1,i,27,6%,1.4%,
CN(C)c1ccc(NC(=O)Cc2ccccc2)c2ccccc12,-2.2,84,0.5%,16%,-8%,-9%,x,x,x,x,-6%,1.6%,
Cc1ccc(CNC(=O)C2CCCCN2S(=O)(=O)c2ccccc2)cc1 (stereo not given),0.1,48,-1.4%,-2%,-5%,-2%,x,x,x,x,-1%,15%,

# The whole of this part, from the start:
SMILES,NTR1 ag,NTR1 ag cell count 20 µM,K1F lysis inhibition,AID2073,LYP phosphatase,NS5 inhibitors,WT yeast gro inh,WT yeast gro inh mutant strain,Autophagy HCS,Autophagy HCS cell loss 18 h,GPR35 arrestin U2OS,RSV CPE inhibition,others
N#C/C(=C(/O)CN1C(=O)c2ccccc2C1=O)c1nc2ccccc2[nH]1,0.3,48,0.4%,18%,-1%,2%,13,1,i,27,6%,1.4%,
CN(C)c1ccc(NC(=O)Cc2ccccc2)c2ccccc12,-2.2,84,0.5%,16%,-8%,-9%,x,x,x,x,-6%,1.6%,
Cc1ccc(CNC(=O)C2CCCCN2S(=O)(=O)c2ccccc2)cc1 (stereo not given),0.1,48,-1.4%,-2%,-5%,-2%,x,x,x,x,-1%,15%,
CCN1C(=O)c2ccccc2S(=O)c2ccc(C(=O)NCc3ccc(OC)cc3)cc21 (stereo not given),-1.1,60,0.4%,14%,-6%,-2%,x,x,x,x,3%,1.8%,
COc1ccc(C(=O)CC(=O)c2ccccc2O)cc1,2.9,50,0.2%,19%,-6%,1%,x,x,x,x,3%,8.7%,
CCC(=O)N1CCN=C1SCc1ccc(F)cc1,-3.3,62,-0.1%,0%,-6%,-7%,13,21,i,-3,16%,2.8%,
N#C/C(=C\c1cccnc1)C(=O)Nc1ccccc1[N+](=O)[O-],0.4,68,0.0%[50 µM],34%,0%,-3%,x,x,x,x,-5%,2.2%,
O=S(=O)(c1ccc(-c2ccon2)s1)N1CCN(c2ccncc2)CC1,-0.7,54,x,-5%,-19%,x,x,x,x,x,14%,7.7%,
Cc1ccnc(NC(=O)c2cccc(NC(=O)c3ccccc3C)c2)c1,2.7,49,0.2%,7%,-10%,3%,x,x,x,x,8%,1.9%,
CCn1cc(S(=O)(=O)CC(=O)NC2CCCCC2)c2ccccc21,1.1,85,0.3%,8%,-6%,-2%,2,0,i,-18,-4%,1.1%,
C=CCOCCN(CCOCC=C)C1=NS(=O)(=O)c2ccccc21,1.5,40,-0.3%,14%,-8%,2%,-8,-9,i,12,-6%,1.9%,
Cc1cccc(NC(=O)/C(C#N)=C/c2ccc(Cl)cc2)n1,1.4,99,0.0%,-1%,-4%,-5%,x,x,x,x,-3%,0.4%,
CCCCCCC(=O)N/N=C1\CCCc2ccccc21,22,80,2.3%[50 µM],0%,-6%,1%,6,-5,i,2,-12%,4.2%,
COc1ccc(/C(C)=N/NC(=O)c2ccc(CSc3nncn3C)cc2)cc1,1.2,67,0.3%,10%,0%,-13%,-3,17,i,13,6%,2.1%,
O=C(COc1nnnc2ccccc12)N1CCCc2ccccc21,0.6,90,-0.3%,-1%,-8%,-5%,-2,-20,i,2,4%,1.2%,
COc1cc(NC(=S)NCc2ccco2)c(OC)cc1Cl,-2.1,78,-0.1%,6%,-2%,-8%,0,11,i,-27,7%,0.8%,
COc1cc(-c2noc(C)c2C#Cc2ccccn2)cc(OC)c1OC,0.1,57,-0.5%,-4%,-10%,10%,x,x,x,x,2%,4.7%,
CCN1C(=O)N[C@@H](c2cccc(C(F)(F)F)c2)C(C(=O)OC)=C1C,-2.9,88,-0.7%,x,x,-3%,x,x,x,x,x,-0.1%,
CCOC(=O)c1cc(S(=O)(=O)N2CCN(C(=O)OCC)CC2)cn1C,1.1,49,3.6%,-5%,-6%,-1%,8,9,i,9,0%,0.9%,
Oc1cc(O)c2c(c1)OC(c1ccc(O)c(O)c1)C(O)C2 (stereo not given),-0.3,63,4.6%,x,x,1%,x,x,x,x,x,0.1%,
Cc1cc(C)c(OCCN2C(=O)NC(C)(C)C2=O)c(Cl)c1,1.5,84,-0.1%,-3%,-7%,-5%,2,-1,i,0,0%,3.1%,NS5 inhibitors pilot replicate=-4.0
CCOc1cc2[nH]c(=S)n(CCCN3CCOCC3)c(=O)c2cc1OCC,1.0,84,-0.2%,-39%,1%,-3%,2,-9,i,0,4%,-1.0%,
COC(=O)COc1coc(CN2CCN(c3cccc(Cl)c3)CC2)cc1=O,-0.9,38,-0.3%,4%,-6%,-8%,x,x,x,x,2%,0.9%,
CCN1CCN(S(=O)(=O)c2c(C)[nH]c(C)c2C(=O)N2CCCCC2)CC1,-0.9,70,0.0%,0%,-15%,12%,x,x,x,x,4%,0.5%,
Cc1ccc(C)c(NC(=O)CCN2CC(C)OC(C)C2)c1 (stereo not given),-0.6,57,-0.2%,-2%,-9%,-9%,-4,27,i,-5,10%,-1.0%,

# Continued, overlapping the part above by four compounds.
SMILES,NTR1 ag,NTR1 ag cell count 20 µM,K1F lysis inhibition,AID2073,LYP phosphatase,NS5 inhibitors,WT yeast gro inh,WT yeast gro inh mutant strain,Autophagy HCS,Autophagy HCS cell loss 18 h,GPR35 arrestin U2OS,RSV CPE inhibition,others
CCOc1cc2[nH]c(=S)n(CCCN3CCOCC3)c(=O)c2cc1OCC,1.0,84,-0.2%,-39%,1%,-3%,2,-9,i,0,4%,-1.0%,
COC(=O)COc1coc(CN2CCN(c3cccc(Cl)c3)CC2)cc1=O,-0.9,38,-0.3%,4%,-6%,-8%,x,x,x,x,2%,0.9%,
CCN1CCN(S(=O)(=O)c2c(C)[nH]c(C)c2C(=O)N2CCCCC2)CC1,-0.9,70,0.0%,0%,-15%,12%,x,x,x,x,4%,0.5%,
Cc1ccc(C)c(NC(=O)CCN2CC(C)OC(C)C2)c1 (stereo not given),-0.6,57,-0.2%,-2%,-9%,-9%,-4,27,i,-5,10%,-1.0%,
COc1ccc(-c2noc(N3CCC(C(=O)NCCCN4CCCC(C)C4)CC3)n2)cc1 (stereo not given),1.2,79,1.2%,-2%,-9%,-2%,x,x,x,x,-4%,0.6%,
CCOc1ccc(NC(=O)CN(C)C(=O)C2CSC3(C)CCC(=O)N23)cc1OCC (stereo not given),-1.1,60,0.3%[50 µM],x,x,-2%,x,x,x,x,x,1.7%,
O=Cc1ccccc1Oc1nc(N2CCOCC2)nc(N2CCOCC2)n1,0.0,103,0.2%,4%,-7%,-10%,-1,0,i,20,-4%,0.5%,
C/C(=C/C(=O)Nc1cccc(F)c1)N1CCCC1,0.8,44,-0.3%,-3%,-3%,-5%,-11,-1,i,9,6%,-2.0%,
CC(C)n1nnnc1SCC(=O)c1c(N)n(C2CC2)c(=O)[nH]c1=O,0.7,38,0.6%[50 µM],x,x,0%,x,x,x,x,x,1.5%,
CCOC(=O)[C@H]1[C@H]2COc3cc(OC)ccc3[C@@H]2N2C(=O)N(c3ccc(Br)cc3)C(=O)[C@@]12C,4.9,79,-0.1%,0%,2%,-6%,x,x,x,x,6%,8.6%,
COc1ccc(N2C(=O)C(CC(=O)Nc3ccccc3)N(Cc3ccc4c(c3)OCO4)C2=O)cc1 (stereo not given),2.4,49,9.1%,16%,0%,2%,7,-1,i,-4,-1%,6.2%,
O=C(O)CCN1C(=O)C(=C2CCCCCC2)SC1=S,0.5,50,-0.8%,-2%,-7%,10%,-7,2,i,0,5%,2.9%,
O=C(CSc1ncn[nH]1)NN(c1ccccc1)c1ccccc1,1.3,94,0.2%,-3%,-7%,-8%,-3,2,i,9,1%,-0.5%,
Clc1ccccc1CN(Cc1ccccc1)C(c1cccs1)c1nnnn1C1CCCC1 (stereo not given),2.5,25,-0.6%,-4%,-10%,-6%,-4,-4,i,4,-7%,13%,
CCOc1ccccc1NC(=O)COC(=O)C(CC(C)C)N1C(=O)C2CC=CCC2C1=O (stereo not given),1.9,40,3.3%,14%,-3%,-1%,-3,-5,i,4,2%,2.8%,
CC(C)Cn1nc(NS(=O)(=O)c2cccc3nonc23)c2cc3ccccc3nc21,1.6,136,0.0%,11%,-8%,12%,x,x,x,x,6%,5.0%,
O=C1N=C(N2CCOCC2)SC1=C1CCCCC1,-3.7,92,2.8%,-4%,-7%,10%,2,0,i,3,-11%,1.5%,
Cc1ncc(CO)c2c1Oc1nc(-c3ccccc3)nc(SCC(=O)Nc3cccc(O)c3)c1C2,18,65,-0.3%,85%,4%,2%,x,x,x,x,-12%,0.4%,
COc1ccc(Cc2nnc(NC(=O)c3ccc(Cl)c([N+](=O)[O-])c3)s2)cc1,17,95,-0.1%,31%,-2%,-7%,4,8,i,2,-3%,0.1%,
Cc1nn(C(=O)c2c([N+](=O)[O-])cnn2C)c(C)c1Cl,-0.6,79,0.2%,40%,0%,-1%,7,-1,i,2,6%,0.6%,
O=S(=O)(CCN1CCOCC1)c1ccc(Oc2ccc(S(=O)(=O)CCN3CCOCC3)cc2)cc1,2.9,70,-0.5%,3%,-7%,x,x,x,x,x,11%,5.7%,
C=CCn1c(=O)c2ccccc2n2c(SCc3c(C(=O)OCC)oc4ccccc34)nnc12,-0.6,92,0.6%,2%,2%,-1%,x,x,x,x,5%,1.4%,NS5 inhibitors pilot replicate=1.5
O=C(c1cccs1)N1CCCC(c2nc3c(nnn3Cc3ccc(F)cc3)c(=O)[nH]2)C1 (stereo not given),-0.3,37,-1.1%,7%,-3%,-5%,x,x,x,x,11%,2.1%,
COC(=O)c1ccc(NC(=O)C(=O)N2CCN(C(=S)NCCc3ccccc3)CC2)cc1,1.8,53,-0.3%,-14%,0%,4%,26,12,i,2,-2%,-0.3%,
CCC(C)NC(=O)CCn1c(=O)c2cccn2c2ccc(F)cc21 (stereo not given),4.1,73,-0.7%[50 µM],6%,-5%,-1%,x,x,x,x,-1%,-0.3%,
Cc1ccc(Nc2ccc(C(=O)NCCc3ccccc3)cn2)cc1,-0.2,39,5.9%,18%,4%,-10%,-10,14,i,-5,-4%,1.3%,
CCCCOC(=O)c1ccc(NC(=S)N2CCN(c3ncc4c(=O)c(C(=O)O)cn(CC)c4n3)CC2)cc1,5.0,54,0.1%,-11%,9%,-6%,x,x,x,x,-3%,3.1%,
Cc1cccc(NC(=O)CS(=O)(=O)Cc2ccccc2)n1,-0.1,55,2.7%,2%,-3%,1%,-4,-13,i,1,15%,0.5%,
CC(Oc1ccc2c(c1)oc(=O)c1ccccc12)C(=O)NCC1CCC(C(=O)O)CC1 (stereo not given),2.6,92,7.5%,12%,-18%,0%,x,x,x,x,5%,3.9%,

# From PubChem BioAssay
